Screens: PubChem BioAssay, The Scripps Research Institute Molecular Screening Center
TbREL1 primary = TbREL1 inhibition, primary screen; AID 1117264; P86926; 89,000 tested, 0.49% active; inhibition, % at 9.66 µM; TbREL1 RNA ligation, FRET fluorescence;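 active = inhibition above the mean inhibition across all screened compounds plus 3 SD, cut at about 11% in these data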;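 also: 0% = plate median of test wells and 100% = NSC42067 control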
Target sequence (P86926 whole entry, looked up): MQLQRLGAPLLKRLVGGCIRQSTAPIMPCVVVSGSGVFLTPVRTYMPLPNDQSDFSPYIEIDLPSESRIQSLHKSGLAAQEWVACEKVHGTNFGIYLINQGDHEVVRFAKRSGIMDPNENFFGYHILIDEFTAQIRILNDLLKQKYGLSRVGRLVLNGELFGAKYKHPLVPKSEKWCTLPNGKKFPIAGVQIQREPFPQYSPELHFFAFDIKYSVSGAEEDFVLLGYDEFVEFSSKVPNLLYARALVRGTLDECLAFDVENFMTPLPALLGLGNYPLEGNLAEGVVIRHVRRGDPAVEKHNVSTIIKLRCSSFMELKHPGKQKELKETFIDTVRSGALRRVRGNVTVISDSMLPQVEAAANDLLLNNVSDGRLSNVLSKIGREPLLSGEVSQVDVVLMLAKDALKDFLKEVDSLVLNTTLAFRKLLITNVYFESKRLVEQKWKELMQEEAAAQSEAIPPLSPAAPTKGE
* = called active by the depositor. This is a subset; count on the stated rates, not on these rows.

What do the screens show for `CC(=O)c1ccc(NC(=O)CCSCCC(=O)Nc2ccc(C(C)=O)cc2)cc1`?
TbREL1 primary: 0.2

What do the screens show for `CCOC(=O)c1cnn(-c2ccccc2)c1-n1cccc1C(=O)C(=O)Nc1ccc(OC)cc1`?
TbREL1 primary: 1.4

Results for COC(=O)CNC(c1ccccc1)c1cc(Br)ccc1NS(=O)(=O)c1ccccc1 (stereo not drawn) ?
TbREL1 primary: 2.5

How did C/C(CC(=O)NCc1ccco1)=N\NC(=O)C(c1ccccc1)c1ccccc1 do in these assays?
TbREL1 primary: -2.8

How did CCCCCCN1CCN(C2CN(Cc3cn(Cc4ccc(F)cc4)nn3)S(=O)(=O)C2)CC1 (stereo not drawn) do in these assays?
TbREL1 primary: 1.2

What do the screens show for `CC(Sc1nc(N)c(NC(=O)c2ccc(Br)o2)c(=O)[nH]1)C(=O)O` (stereo not drawn)?
TbREL1 primary: 5.1

What do the screens show for `CCC(C)NC(=O)c1ccc(NC(=O)CC2SC(N3CCCCC3)=NC2=O)cc1` (stereo not drawn)?
TbREL1 primary: -3.1

What do the screens show for `Cn1c2ccccc2c2cc(/C=N/NC(=O)c3cc(O)ccc3O)ccc21`?
TbREL1 primary: 7.0

What do the screens show for `CCCCCC(=O)Nc1cc(N(C)C)nc2ccccc12`?
TbREL1 primary: 2.6

Results for CN(C)CCN(C(=O)c1cccc2ccccc12)c1nc2cc3c(cc2s1)OCO3 ?
TbREL1 primary: 1.1

Results for COc1ccc(S(=O)(=O)N2CCN(C(=O)/C=C/c3ccco3)CC2)cc1 ?
TbREL1 primary: 0.2

Results for CCC(=O)Nc1ccccc1C(=O)OCC(=O)Nc1ccc(S(N)(=O)=O)cc1 ?
TbREL1 primary: -1.1

How did CC(C)n1cnnc1SCC(=O)Nc1ccc(N2CCCCC2)cc1 do in these assays?
TbREL1 primary: -7.2

Results for CCn1c(C)cc(/C=C2\NC(=O)N(Cc3ccc(Cl)cc3)C2=O)c1C ?
TbREL1 primary: -4.8

Results for COc1ccc2cc3c(N)nn(C(=O)c4cccc([N+](=O)[O-])c4)c3nc2c1 ?
TbREL1 primary: 2.7

Results for CCN(C(=O)COC(=O)c1ccc(OCc2c(C)noc2C)cc1)c1ccccc1 ?
TbREL1 primary: 2.1

Results for FC(F)Oc1ccc(NC(=S)NCc2ccco2)cc1Cl ?
TbREL1 primary: -3.2

Results for CCOc1ccc(OCCC(=O)OCC(=O)N(CC)c2c(N)n(Cc3ccccc3)c(=O)[nH]c2=O)cc1 ?
TbREL1 primary: -0.1

What do the screens show for `Cc1ccc(S(=O)(=O)N(C)C)cc1NC(=O)CCCNC(=O)c1ccc(Cl)cc1`?
TbREL1 primary: -1.7

What do the screens show for `O=C(NCc1ccccc1F)C1C2C=CC3(CN(Cc4ccccc4)C(=O)C13)O2` (stereo not drawn)?
TbREL1 primary: 1.5

The closing two entries of the section before come first, to join the parts:
What do the screens show for `Cc1ccc(S(=O)(=O)N(C)C)cc1NC(=O)CCCNC(=O)c1ccc(Cl)cc1`?
TbREL1 primary: -1.7

What do the screens show for `O=C(NCc1ccccc1F)C1C2C=CC3(CN(Cc4ccccc4)C(=O)C13)O2` (stereo not drawn)?
TbREL1 primary: 1.5

What do the screens show for `CCOC(=O)C1=C(C)NC(C)=C(C(=O)OCC)C1C(=O)OCC(=O)N(C)C1CCS(=O)(=O)C1` (stereo not drawn)?
TbREL1 primary: 0.3

How did O=C(CCC(=O)c1ccccc1)NCCOc1ccccc1 do in these assays?
TbREL1 primary: -2.1

What do the screens show for `CCC(CC)C(=O)N(C)c1c(C)nc2c(OCc3cccc(OC)c3)cccn12`?
TbREL1 primary: -3.5

How did O=C(CSc1cccs1)Nc1cccc2ccccc12 do in these assays?
TbREL1 primary: 0.9

What do the screens show for `NNC(=O)c1nn(-c2ccc(Cl)cc2)cc1O`?
TbREL1 primary: -4.4

How did COc1cccc(NC(=O)CN(C)C(=O)c2cc3ccccc3cc2OC)c1 do in these assays?
TbREL1 primary: -1.4

What do the screens show for `CN1CCN(/C=N/C2=C(C#N)C(c3ccccc3)C3=C(CC(C)(C)CC3=O)O2)CC1` (stereo not drawn)?
TbREL1 primary: -2.7

Results for Cc1ccc2c(C)c(C(=O)Nc3nnc(C)s3)oc2c1 ?
TbREL1 primary: 6.1

What do the screens show for `CC1(C)CC(=O)C2=C(C1)N(CCN1CCOCC1)C1=C(C(=O)CC(C)(C)C1)C2c1cccc(F)c1`?
TbREL1 primary: -1.5

What do the screens show for `COc1ccc(C(CNC(=O)CSc2ccccc2F)N2CCOCC2)cc1` (stereo not drawn)?
TbREL1 primary: 1.4

Reprinted at random: four entries already listed.
What do the screens show for `CN1CCN(/C=N/C2=C(C#N)C(c3ccccc3)C3=C(CC(C)(C)CC3=O)O2)CC1` (stereo not drawn)?
TbREL1 primary: -2.7

What do the screens show for `CCC(CC)C(=O)N(C)c1c(C)nc2c(OCc3cccc(OC)c3)cccn12`?
TbREL1 primary: -3.5

What do the screens show for `COc1ccc(C(CNC(=O)CSc2ccccc2F)N2CCOCC2)cc1` (stereo not drawn)?
TbREL1 primary: 1.4

How did O=C(CSc1cccs1)Nc1cccc2ccccc12 do in these assays?
TbREL1 primary: 0.9

3 entries out of the list, ordered by formula weight, largest number first:
Results for COC(=O)CNC(c1ccccc1)c1cc(Br)ccc1NS(=O)(=O)c1ccccc1 (stereo not drawn) ?
TbREL1 primary: 2.5

What do the screens show for `CCOC(=O)c1cnn(-c2ccccc2)c1-n1cccc1C(=O)C(=O)Nc1ccc(OC)cc1`?
TbREL1 primary: 1.4

What do the screens show for `O=C(NCc1ccccc1F)C1C2C=CC3(CN(Cc4ccccc4)C(=O)C13)O2` (stereo not drawn)?
TbREL1 primary: 1.5

Next results:
Results for CC(=O)Nc1ccc(NC(=O)Cn2c(=O)n(-c3ccc(F)cc3)c(=O)c3oc4ccccc4c32)cc1 ?
TbREL1 primary: 3.1

How did CCN1C(=O)N[C@@H](c2cccs2)C(C(=O)OC)=C1C do in these assays?
TbREL1 primary: -0.3

How did CCC(C)(C)NC(=O)C(c1ccccc1Cl)N(C(=O)CCC(=O)Nc1cc(C)on1)c1ccc(NC(C)=O)cc1 (stereo not drawn) do in these assays?
TbREL1 primary: -4.9

How did O=S(=O)(Nc1nc2ccccc2nc1N1CCc2ccccc2C1)c1ccc(Cl)cc1 do in these assays?
TbREL1 primary: 1.4

What do the screens show for `CCOc1ccccc1OCC(=O)OCc1csc(CC(=O)Nc2ccccc2C)n1`?
TbREL1 primary: -0.1

Results for CCOc1ccccc1OCCCC(=O)N(CC)CC(=O)Nc1ccc(NC(C)=O)cc1 ?
TbREL1 primary: 2.2

Results for COc1ccc(C(=O)OC2CCN(c3ncc(C(F)(F)F)cc3Cl)CC2)cc1 ?
TbREL1 primary: 1.4

Results for CCCCOc1ccccc1N ?
TbREL1 primary: -2.5

What do the screens show for `CCOC(=O)c1ccc(NC(=O)c2nc[nH]c2C(=O)N[C@@H](CC(C)C)C(=O)OCc2ccccc2)cc1`?
TbREL1 primary: 4.8

What do the screens show for `CCOC(=O)c1sc(N(Cc2ccccc2)C(=O)CSc2nnc(C3CC3)n2N)nc1C`?
TbREL1 primary: -0.8

What do the screens show for `CC(=O)Nc1ccc(S(=O)(=O)Nc2ccc(C)c([N+](=O)[O-])c2)cc1`?
TbREL1 primary: -1.3

Results for O=C(OCN1C(=O)c2ccccc2C1=O)/C(=C\c1ccco1)NC(=O)c1ccccc1 ?
TbREL1 primary: -2.8

How did O=C(COC(=O)C12CC3CC(CC(C3)C1)C2)Nc1ccc([N+](=O)[O-])cc1Br do in these assays?
TbREL1 primary: 1.6

How did CN(CC1CCCN(CCc2cccc(C(F)(F)F)c2)C1)C(=O)c1ccc2nc[nH]c2c1 (stereo not drawn) do in these assays?
TbREL1 primary: -0.1

Results for COC(=O)C1=C(C)n2nnnc2NC1c1cc2ccccc2o1 (stereo not drawn) ?
TbREL1 primary: -0.6

What do the screens show for `CC(C)C[C@H]1CN([C@@H](CC(C)C)CN2CCC[C@H]2CN2C(=O)C(=O)NC[C@@H]2Cc2ccc(O)cc2)C(=O)C(=O)N1CC1CCCCC1`?
TbREL1 primary: -4.1

Results for CC1CCCC(C)N1C(=O)c1cc(-c2ccc(Cl)c(Cl)c2)on1 (stereo not drawn) ?
TbREL1 primary: 0.1

Results for COc1ccc(C2/C(=C(/O)c3ccc(OC(C)C)cc3)C(=O)C(=O)N2CCCN2CCOCC2)cc1 (stereo not drawn) ?
TbREL1 primary: -1.9

How did CN(C)c1ccc(/C=N\NC(=O)c2csnn2)cc1 do in these assays?
TbREL1 primary: -2.6

Results for CSc1nc(=O)n(-c2ccccc2)c(C)c1C(C)=O ?
TbREL1 primary: 2.5

How did O=C(N/C=C\n1cnc2cc(C(F)(F)F)ccc21)c1ccc([N+](=O)[O-])cc1 do in these assays?
TbREL1 primary: -1.2

Results for Cc1cc(Br)cc2c(C(=O)Nc3c(C)n(C)n(-c4ccccc4)c3=O)cc(-c3cccs3)nc12 ?
TbREL1 primary: -0.4

What do the screens show for `CC(=O)NNc1cc(=O)c2c(=O)n(C)c(=O)n(C)c2[nH]1`?
TbREL1 primary: -1.6

Results for COc1cc(NS(=O)(=O)c2ccc(NC(C)=O)cc2)cc(OC)c1 ?
TbREL1 primary: 0.5

Results for NS(=O)(=O)c1cccc(NC(=O)COC(=O)/C(=C/c2cccs2)c2cccs2)c1 ?
TbREL1 primary: 6.1

What do the screens show for `COc1ccccc1NC(=O)CSc1nnnn1-c1ccccc1OC`?
TbREL1 primary: -0.1

What do the screens show for `COc1ccc(CNC(=O)CN2C(=O)c3ccccc3S2(=O)=O)cc1`?
TbREL1 primary: -0.7

What do the screens show for `CCn1c(=O)n(CC(=O)NCc2ccccc2OC)c(=O)c2ccccc21`?
TbREL1 primary: 0.2

What do the screens show for `COc1ccccc1NC(=O)C1CCCN(S(=O)(=O)c2c(C)noc2C)C1` (stereo not drawn)?
TbREL1 primary: 3.8

Results for COc1ccc(C(=O)NCc2nnc(SC)n2C2CCCCC2)cc1 ?
TbREL1 primary: -5.1

How did Nc1ccc(-c2nc3cc(N)ccc3s2)cc1 do in these assays?
TbREL1 primary: -3.6

How did COc1ccc(NC(=O)C(C)NS(=O)(=O)c2ccc(NC(C)=O)cc2)cc1Cl (stereo not drawn) do in these assays?
TbREL1 primary: 1.0

What do the screens show for `O=C(O)CCNc1cc(N2CCN(C(=O)c3ccco3)CC2)c2noc3c2c1C(=O)c1ccccc1-3`?
TbREL1 primary: 6.8

How did O=C(N/N=C/c1ccc(OC(=O)c2ccccc2)cc1)c1cccnc1 do in these assays?
TbREL1 primary: 1.9

How did O=C(CCl)N1c2ccccc2Oc2ccc3ccccc3c21 do in these assays?
TbREL1 primary: -8.0

Results for O=C(COC(=O)c1cc(S(=O)(=O)N2CCCC2)ccc1O)Nc1ccc(S(=O)(=O)N2CCOCC2)cc1 ?
TbREL1 primary: -3.6

How did Cc1ccc[n+](CC(=O)c2ccc(NC(=O)c3ccccc3)cc2)c1C do in these assays?
TbREL1 primary: 4.0

What do the screens show for `COc1ccc([C@@H]2C[C@H]3[C@@H](CN2S(=O)(=O)c2ccccc2)C(=O)C[C@@H](c2ccc(OC)cc2)N3S(=O)(=O)c2ccccc2)cc1`?
TbREL1 primary: -1.9

Results for COc1ccc(NC(=O)CSc2nc3c(c(=O)n2-c2ccc(F)cc2)SCC3)c(OC)c1 ?
TbREL1 primary: -2.8

How did COc1ccc(Oc2ccccc2C#N)cc1 do in these assays?
TbREL1 primary: 1.4

Results for CCc1ccc(-n2c(Cn3nc(C(F)(F)F)cc3C)n[nH]c2=S)cc1 ?
TbREL1 primary: -3.3

Results for COc1ccccc1CCNC(=O)CSc1nc(=O)[nH]c2c1CCC2 ?
TbREL1 primary: 3.5

What do the screens show for `O=C(COC(=O)c1ccc(OC(F)(F)F)cc1)NCCN1C(=O)CSC1=O`?
TbREL1 primary: 4.9

How did COc1cc2c(cc1OC)CN(C(=O)C1CCN(S(=O)(=O)c3ccccc3F)CC1)CC2 do in these assays?
TbREL1 primary: 0.8

Results for CC1CCN(c2c(NCC3CCC(C(=O)N4CCCCC4)CC3)c(=O)c2=O)CC1 (stereo not drawn) ?
TbREL1 primary: -1.9

How did CC(=O)c1sc(NC(=O)COc2ccc([N+](=O)[O-])cc2)nc1C do in these assays?
TbREL1 primary: -1.0

How did CC(C)CC1NC(=O)c2ccccc2-n2c1nc1ccccc1c2=O (stereo not drawn) do in these assays?
TbREL1 primary: 0.6

What do the screens show for `Cc1ccccc1NC(=O)NCCCCc1ccccc1`?
TbREL1 primary: -1.0

How did O=C(Nc1nccs1)c1ccccc1N=Cc1ccccc1 do in these assays?
TbREL1 primary: 2.5

What do the screens show for `COc1cccc(CC2CC(=O)N(CCc3ccc4c(c3)OCO4)C2=O)c1` (stereo not drawn)?
TbREL1 primary: -1.9

Results for O=C(CCC(=O)NC1CCCCCC1)Nc1nnc(C(F)(F)F)s1 ?
TbREL1 primary: -1.1

How did Nc1ccc2c3c(ccc([N+](=O)[O-])c13)CC2 do in these assays?
TbREL1 primary: -2.3

What do the screens show for `C(=C\n1nnc2ccccc21)/c1ccccn1`?
TbREL1 primary: -0.1

What do the screens show for `CN(C)C(=O)c1ccc2c(c1[N+](=O)[O-])C(=O)c1ccccc1C2=O`?
TbREL1 primary: -3.6

What do the screens show for `N/C(=N\OC(=O)Oc1ccccc1)c1cccc([N+](=O)[O-])c1`?
TbREL1 primary: 1.6

How did COc1cc(-c2nnc(COC(=O)CSCC(=O)Nc3cc(C)on3)o2)cc(OC)c1OC do in these assays?
TbREL1 primary: -2.9

What do the screens show for `CC1CCCN(S(=O)(=O)c2ccc(NC(=O)C3CCN(C(=O)C(C)(C)C)CC3)cc2)C1` (stereo not drawn)?
TbREL1 primary: 0.1

How did Cc1ccc(NC(=O)CSc2nnc(-c3ccccc3F)n2-c2ccccc2)c(C)c1 do in these assays?
TbREL1 primary: -1.5

What do the screens show for `Cc1cc(=O)n(-c2ccc3ccccc3n2)[nH]1`?
TbREL1 primary: -0.4

What do the screens show for `Cc1ccc([N+](=O)[O-])cc1NC(=O)C(C)N1CCCCC1` (stereo not drawn)?
TbREL1 primary: -1.3

What do the screens show for `COc1ccc(C(=O)NNC(=O)c2ccc3ccccc3n2)cc1`?
TbREL1 primary: 1.1

Results for CC1CCC(NC(=O)CCNC(=O)c2ccccc2)CC1 (stereo not drawn) ?
TbREL1 primary: -0.8

What do the screens show for `CC1(C)CCC(=O)N2CC[C@H]3C[C@H](OC(=O)Nc4ccc5c(c4)OCO5)C[C@@H]1[C@H]32`?
TbREL1 primary: -0.7
